PfG6PD inh = PfG6PD (Plasmodium falciparum) enzyme inhibition. PfGluPho enzyme, NADPH resazurin-diaphorase fluorescence. inhibition, % at 20 µM. actives 0.78% (n = 350,000). AID 504690;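 active = inhibition reaching at least a set limit at 20 µM in the primary screen, cut at about 59% in these data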;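 note: 0% = DMSO wells with substrate and 100% = DMSO wells lacking glucose-6-phosphate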
NLRP3 yeast inh = blocks the NALP3 inflammasome reconstituted in yeast; actives 0.39% (n = 330,000); Yeast reconstituted NLRP3/ASC/caspase-1, beta-gal luminescence, 24 h; AID 2825; inhibition, % at 10 µM;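 active = inhibition of 50% or more; inactive = inhibition below 50%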;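 note: plate controls were induced DMSO wells for no effect and uninduced yeast grown without galactose for full effect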
SENP1 FRET inh = blocks the human SENP1 SUMO protease catalytic domain. Q9P0U3. recombinant SENP1 catalytic domain, CyPet-SUMO1-YPet FRET cleavage. inhibition, % at 10 µM. actives 0.21% (n = 360,000);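 active = inhibition at least 30% at 10 µM, raw YFP signal under a set limit, fluorescence ratio 0.5 to 1.5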;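 note: 0% = enzyme with DMSO and 100% = no enzyme wells; some results filed as inactive read as strong as hits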
Target sequence (Q9P0U3 419-644 limits assumed): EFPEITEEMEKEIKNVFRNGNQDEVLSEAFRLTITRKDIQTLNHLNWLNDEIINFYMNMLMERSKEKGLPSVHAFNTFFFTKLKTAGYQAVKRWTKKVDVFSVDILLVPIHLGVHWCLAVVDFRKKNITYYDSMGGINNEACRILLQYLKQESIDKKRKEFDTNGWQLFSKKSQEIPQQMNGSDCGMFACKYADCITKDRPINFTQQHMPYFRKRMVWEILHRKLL
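material = recombinant human SENP1 catalytic domain, His6-tagged | quantity = 20 pM enzyme | reagent = 25 nM SUMO1 FRET substrate | compound dosing = 10 µM single point, 0.5% DMSO | timing = 50 min enzyme reaction, room temperature, light-protected | detection = FRET, CFP and YFP emission | control set = no-enzyme low, enzyme-DMSO high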
SENP6 inh = inhibitors of human SENP6 protease | Q9GZR1 | Recombinant SENP6 catalytic domain, aminoluciferin luminescence | inhibition, % at 10 µM | actives 1.8% (n = 330,000) | AID 2599;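 active = inhibition above about 50% at the single tested dose, limit read from the data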;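 note: plate controls were DMSO wells with enzyme for no effect and DMSO wells lacking enzyme for full effect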
Target sequence (Q9GZR1 628-1112 limits assumed): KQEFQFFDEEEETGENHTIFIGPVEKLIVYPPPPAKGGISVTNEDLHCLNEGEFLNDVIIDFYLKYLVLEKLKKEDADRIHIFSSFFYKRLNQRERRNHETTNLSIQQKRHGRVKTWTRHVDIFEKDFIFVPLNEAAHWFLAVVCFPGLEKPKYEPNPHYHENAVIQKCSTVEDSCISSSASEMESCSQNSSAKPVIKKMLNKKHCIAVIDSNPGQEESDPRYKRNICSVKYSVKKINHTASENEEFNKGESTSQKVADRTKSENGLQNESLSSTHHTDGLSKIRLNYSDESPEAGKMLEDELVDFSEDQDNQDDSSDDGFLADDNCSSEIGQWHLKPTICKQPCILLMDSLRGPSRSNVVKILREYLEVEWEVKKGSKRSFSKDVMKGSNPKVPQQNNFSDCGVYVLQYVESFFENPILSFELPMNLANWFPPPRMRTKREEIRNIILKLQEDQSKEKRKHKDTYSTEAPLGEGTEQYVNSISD
Apaf-1 inh = human Apaf-1 inhibition; O14727; reconstituted apoptosome caspase-3 activity, DEVD-Rh110 fluorescence; actives 0.71% (n = 330,000); inhibition, % at 20 µM; active = inhibition of at least 40% at 20 µM;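 note: plate controls were DMSO wells for no effect and DEVD-CHO caspase inhibitor wells for full effect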
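Material: biochemical Apaf-1 apoptosome reconstitution. Medium: Hepes buffer, pH 7.5. Also added: cytochrome c activation, bis-DEVD rhodamine 110 substrate. Timing: 30 min compound preincubation, 50 min activation, room temperature. Measured by: rhodamine 110 fluorescence at Ex 480/Em 540 nm.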
SENP8 block-1 = blocks human SENP8 cleavage of Nedd8 substrate. Q96LD8. recombinant SENP8, Nedd8 substrate fluorescence. inhibition, % at 20 µM. actives 0.64% (n = 360,000). AID 602440; in the data active = inhibition mostly above about 40%, no sharp cut-off; inactive = mostly below about 27%
Target sequence (Q96LD8 whole entry, looked up): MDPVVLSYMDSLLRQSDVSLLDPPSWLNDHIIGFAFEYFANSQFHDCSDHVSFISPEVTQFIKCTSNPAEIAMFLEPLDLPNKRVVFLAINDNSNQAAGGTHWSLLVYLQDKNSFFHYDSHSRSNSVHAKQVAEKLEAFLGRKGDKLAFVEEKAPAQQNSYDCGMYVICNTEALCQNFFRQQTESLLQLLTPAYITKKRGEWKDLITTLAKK
SENP8 block-2 = blocks the human protease SENP8. Q96LD8. inhibition, % at 10 µM. purified SENP8, Z-RLRGG-aminoluciferin cleavage, luminescence. AID 2540. actives 1.2% (n = 330,000); in the data active = inhibition above about 50%
SENP7 inh = inhibitors of human SENP7 protease | recombinant SENP7, Z-RLRGG-aminoluciferin luminescence, 40 min | actives 1.5% (n = 330,000) | inhibition, % at 5 µM | Q9BQF6 | AID 434973;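 active = inhibition above about 50% at the single test dose, limit read from the data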;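 note: plate controls were DMSO with enzyme for no effect and no enzyme buffer wells for full effect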
HKDC1 inhibitor = inhibitors of human hexokinase HKDC1. inhibition, % at 20 µM. recombinant HKDC1, G6PDH/diaphorase resazurin coupled fluorescence. actives 0.16% (n = 340,000);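 active = inhibition above about 35% when tested at 20 µM, limit read from the data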;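 note: plate controls were DMSO wells with enzyme for no effect and DMSO wells lacking enzyme for full effect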
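test system = in-house recombinant HK5 (HKDC1) enzyme | amount = HKDC1 at 5 µg/mL | control set = DMSO-enzyme wells negative, buffer-substituted wells positive | compound = one dose of 20 µM, 1% DMSO | schedule = reaction time 90 min, room temperature, protected from light | technique = resorufin fluorescence at 613 nm | reagent = glucose with 1 mM ATP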
* marks the source's active call; other numbers are inactive results; i = inactive; nt = no result given. Compounds were not picked by outcome, and some 4.1% of all compounds hit somewhere here.

structure	SENP8 block-2	Apaf-1 inh	SENP8 block-1	SENP7 inh	HKDC1 inhibitor	PfG6PD inh	NLRP3 yeast inh	SENP6 inh	SENP1 FRET inh
CCC(Oc1ccccc1F)C(=O)NCCN1CCOCC1 (stereo not given)	0	2	6	-3	-6	-20	-2	7	0
Cc1cccc(C(=O)NNC(=O)C2CCN(C(=O)OC(C)(C)C)CC2)c1	6	2	17	4	3	8	11	-2	3
CC(C)N1CCN(CCCc2ccccc2)CC1CCO (stereo not given)	9	-2	5	0	7	4	13	6	-2
CC(=O)c1cccc(NC(=O)C(CC(C)C)NC(=O)C2CCCCC2)c1 (stereo not given)	-1	-3	9	8	0	0	10	1	3
O=C(O)c1cc(Cl)c(Cl)cc1C(=O)NCc1ccco1	6	1	17	14	-4	-12	1	8	-1
O=C(C[n+]1ccccc1)Nc1ccccc1[N+](=O)[O-]	1	-3	2	-17	-3	-6	2	4	-2
CC(=O)c1cc(C#N)c(Oc2cc(C)cc(C)c2)nc1C	4	1	37	1	-2	-3	33	1	0
OCCC1CN(CC#Cc2ccccc2)CCN1Cc1ccccc1F (stereo not given)	-2	7	6	0	-1	2	2	-29	1
O=C(Cc1ccccc1Cl)Nc1nc2ccccc2[nH]1	-7	-15	-65	-3	-2	13	0	-15	2
COc1cc(C(C)=O)ccc1OC(C)C(=O)Nc1ccc(S(=O)(=O)N2CCCC2)cc1 (stereo not given)	-2	-5	-104	1	-4	11	17	-3	2
COc1ccc(CNC(=O)CCS(=O)(=O)c2cccc3nonc23)cc1	3	4	4	0	4	2	-4	9	4
O=C(O)C(Oc1ccc2cc(-c3ccc(Cl)cc3)c(=O)oc2c1)c1ccccc1 (stereo not given)	46	0	i	30	0	-21	16	77*	-134
Cc1c(NC(=O)c2nn3c(C(F)(F)F)cc(-c4ccccc4)nc3c2Cl)c(=O)n(-c2ccccc2)n1C	-1	20	20	5	-10	2	2	-10	-1
CCOc1ccc(CCNC(=O)C2CC(=O)N(c3ccc4c(c3)OCCO4)C2)cc1OCC (stereo not given)	10	-2	15	-4	-4	-12	8	4	1
O=C(O)Cn1c(O)c(C2=c3ccccc3=NC2=O)sc1=O	-2	1	21	3	7	4	10	-7	66*
NC(=O)C1CCN(C(=O)CCSc2ccc(Cl)cc2)CC1	3	2	7	-2	-4	-1	11	-18	0
Cn1c(Cl)c(/C=N/OC(=O)C(C)(C)C)c2ccccc21	-11	24	-3	-7	-2	17	10	-13	4
CCc1nc(SCC(=O)N2CCCCCC2)c2c(=O)n(C)c(=O)n(C)c2n1	14	8	17	0	-6	-15	10	-3	1
CCc1sc(C(=O)N2CCN(CC(=O)Nc3cccc(F)c3)CC2)cc1C	9	5	3	3	2	5	35	3	0
CN(CC(=O)Nc1ccc(F)cc1)C(=O)COC(=O)CNC(=O)c1ccc(Cl)cc1Cl	-4	0	4	9	-2	-3	6	-16	2

(continued)
structure	SENP8 block-2	Apaf-1 inh	SENP8 block-1	SENP7 inh	HKDC1 inhibitor	PfG6PD inh	NLRP3 yeast inh	SENP6 inh	SENP1 FRET inh
O=S(=O)(Nc1ccc(-n2cccc2)cc1)c1ccc(Cl)cc1Cl	-5	23	-2	1	5	13	37	-9	1
COCCCN(C)C1CCN(C(=O)Nc2ccc(F)cc2)CC1	4	1	2	1	-3	-15	6	-2	4
CC(C)c1ccc(NC(=O)[C@H](Cc2c[nH]c3ccccc23)NC(=O)[C@@H]2Cc3ccccc3CN2)cc1	-14	40	-20	4	3	21	-6	-10	-26
CCOc1cc2c(cc1OC)C(NC(=O)c1ccco1)CC2=O (stereo not given)	-3	1	0	-7	-4	2	3	-11	0
C=CCOc1ccc(C(=O)NC2CCCCC2)cc1	-9	2	14	2	-7	1	30	4	-48
COCCSc1ccccc1C(=O)Nc1ccc(Br)cc1	-9	8	5	4	-5	36	10	-7	-1
CN(C)CCCN(C(=O)CCS(=O)(=O)c1ccccc1)c1nc2cc3c(cc2s1)OCO3	1	-4	18	-3	10	11	40	-13	0
Cc1ccc(C(=O)NC(C(=O)NC2CCCC2)c2ccccc2)cc1 (stereo not given)	-5	-7	-4	1	-3	7	4	5	0
CCN1C[C@@H]2[C@@H]3C(=O)N(C)C(=O)[C@@H]3[C@](C)(C1=O)N2C(=O)c1ccc(C(C)(C)C)cc1	nt	nt	12	nt	1	3	nt	nt	2
CCc1ccc2[nH]c(O)c(N=NC3=NC(=O)CS3)c2c1	-2	-8	27*	-2	-7	-23	17	-16	2
O=C(CCN1CCOCC1)NC1CCCN(Cc2ccccc2F)C1 (stereo not given)	5	10	9	7	0	-16	9	-2	0
CCCCC(CC)C1OCC(CN2CCCCC2)O1 (stereo not given)	5	-24	16	0	-6	-1	15	8	0
CN(C(=O)CC1C(=O)NCCN1Cc1cccc(F)c1F)C1CCOCC1 (stereo not given)	8	-8	-121	-2	1	12	3	-4	-21
CCOc1ccc(C(=O)NCC(=O)N2CCC3CCCCC3C2)cc1OCC (stereo not given)	6	4	18	-2	-4	4	16	13	2
CCOC(=O)c1c(NC(=O)Cc2cccs2)sc(C(=O)N2CCCCC2)c1C	-2	22	10	7	2	-19	29	-7	-1
CCOc1ccc(NC(=O)c2ccco2)cc1S(=O)(=O)N1CCCC1	5	3	4	1	-2	10	21	3	1
CC(C)CCN1C(=O)CC(NNC(=O)c2ccc(S(=O)(=O)N3CCCC3)cc2)C1=O (stereo not given)	2	-6	24	1	-4	-13	19	3	0
COc1ccc(N2CCN(C(=O)C3(C)CC3(Cl)Cl)CC2)cc1 (stereo not given)	-3	-9	18	-5	15	-16	2	1	-1
CC1(C)CC2CC(C)(CN2C(=O)C23CCC(C)(C(=O)O2)C3(C)C)C1 (stereo not given)	-6	-11	6	-3	-8	1	11	-9	1
O=C(Nc1cc(Cl)ccc1N1CCOCC1)c1cnccn1	-6	0	12	0	-20	-30	21	-9	1

Given as labelled records: entries from further up
CC(C)CCN1C(=O)CC(NNC(=O)c2ccc(S(=O)(=O)N3CCCC3)cc2)C1=O (stereo not given)
  SENP8 block-2: 2 | Apaf-1 inh: -6 | SENP8 block-1: 24 | SENP7 inh: 1 | HKDC1 inhibitor: -4 | PfG6PD inh: -13 | NLRP3 yeast inh: 19 | SENP6 inh: 3 | SENP1 FRET inh: 0

COc1ccc(N2CCN(C(=O)C3(C)CC3(Cl)Cl)CC2)cc1 (stereo not given)
  SENP8 block-2: -3 | Apaf-1 inh: -9 | SENP8 block-1: 18 | SENP7 inh: -5 | HKDC1 inhibitor: 15 | PfG6PD inh: -16 | NLRP3 yeast inh: 2 | SENP6 inh: 1 | SENP1 FRET inh: -1

The list continues.
structure	SENP8 block-2	Apaf-1 inh	SENP8 block-1	SENP7 inh	HKDC1 inhibitor	PfG6PD inh	NLRP3 yeast inh	SENP6 inh	SENP1 FRET inh
COc1ccc2[nH]c3c(c2c1)CCN1C(=O)C(CC(=O)NCCCn2ccnc2)C[C@H](C(=O)N2CCCCC2)[C@@]31C (stereo not given in full)	nt	8	17	17	0	8	nt	nt	4
CC1(C)CC[C@@]2(C(=O)O)C(C1)C1=CCC3[C@@]4(C)CC[C@H](O)C(C)(C)C4CC[C@@]3(C)[C@]1(C)C[C@H]2O (stereo not given in full)	1	18	nt	6	nt	nt	17	0	nt
CCS(=O)(=O)c1nc(S(=O)(=O)c2ccc(Cl)cc2)c(N2CCCC2)s1	10	16	3	9	-1	-23	-8	-10	2
OCCCNCc1ccc(N(c2ccccc2)c2ccccc2)cc1	5	15	3	-4	-6	-1	30	-8	2
CCN1C(=O)[C@H]2[C@@H](c3ccc(C)cc3)N3C(=O)N(c4ccc(C)cc4)C(=O)[C@@]3(C)[C@H]2C1=O	2	4	13	6	-4	0	12	5	1
Cc1ccc(S(=O)(=O)N2[C@@H](c3ccccc3F)C(C(=O)O)=CC[C@H]2c2cccc(C)c2)cc1	1	12	7	9	-2	-27	-1	0	2
CCOc1cc(C=O)ccc1OCC(=O)N1CCCC1	-6	-7	-11	-1	1	4	16	-8	1
Oc1cc(Br)ccc1C=Nc1ccc(N2CCCCC2)cc1	35	25	22	53*	0	34	23	11	63
Cc1noc(C)c1C(=O)N1CCN(S(=O)(=O)c2cccs2)CC1	6	7	5	3	-7	0	17	5	-1
CCSCCOC(=O)C1=C(C)NC(=O)NC1c1ccc2c(c1)OCO2 (stereo not given)	6	-2	9	-1	-3	-3	18	-3	5
COc1ccc(NC(=O)c2nc[nH]c2C(=O)NCC(=O)OC(C)(C)C)cc1	-2	9	8	-4	3	12	26	6	0
COc1cccc(NC(=O)Cc2csc(NC(=O)Nc3ccccc3OC)n2)c1	-2	-3	16	-2	2	7	18	-14	1
COc1ccc(C(=O)COC(=O)CCN=C2NS(=O)(=O)c3ccccc32)c(OC)c1	6	-3	-3	-1	-7	16	-3	-2	0
COc1ccc(NS(=O)(=O)c2cccc(C(=O)N3CCN(Cc4cc(OC)ccc4OC)CC3)c2)cc1	8	3	0	5	-5	-7	22	2	-1
O=C(c1ccc([N+](=O)[O-])cc1)N1CCSC1c1ccccc1 (stereo not given)	4	-4	34	3	-14	-11	-10	31	2
CCOC(=O)COc1nc(-c2ccccc2)cc(-c2ccco2)c1C#N	-3	14	-424	-10	-5	17	10	-12	0
COc1cc(C(=S)N2CCOCC2)ccc1OS(=O)(=O)c1ccc(NC(C)=O)cc1	3	0	20	-6	-3	-6	5	-4	3
Cc1c(C#N)c2ccccc2n1C	-7	-3	3	-8	0	-5	0	-4	0
O=C(CCN=C1NS(=O)(=O)c2ccccc21)OCc1ccccc1	2	14	17	1	2	-5	20	9	2
COc1ccc(CC2(CO)CCN(Cc3cnn(C)c3)CC2)cc1	nt	nt	13	nt	-6	-10	nt	nt	1

Looked up by structure from the list above, 2 records:
structure	SENP8 block-2	Apaf-1 inh	SENP8 block-1	SENP7 inh	HKDC1 inhibitor	PfG6PD inh	NLRP3 yeast inh	SENP6 inh	SENP1 FRET inh
COc1ccc(NS(=O)(=O)c2cccc(C(=O)N3CCN(Cc4cc(OC)ccc4OC)CC3)c2)cc1	8	3	0	5	-5	-7	22	2	-1
Cc1cccc(C(=O)NNC(=O)C2CCN(C(=O)OC(C)(C)C)CC2)c1	6	2	17	4	3	8	11	-2	3

Other compounds follow.
structure	SENP8 block-2	Apaf-1 inh	SENP8 block-1	SENP7 inh	HKDC1 inhibitor	PfG6PD inh	NLRP3 yeast inh	SENP6 inh	SENP1 FRET inh
COc1ccc(C(=O)c2coc3ccc(OC(C)=O)cc23)cc1	60*	8	19	34	-4	11	44	50	-2
CC(NC(=O)Cn1cnc([N+](=O)[O-])n1)c1ccccc1 (stereo not given)	-2	10	34	1	1	-1	6	3	-1
CCOC(=O)N1CCN(CC(=O)Nc2c(C(=O)OC)[nH]c3ccccc23)CC1	4	0	-247	1	0	-8	6	-6	0
CCOC(=O)C1(CC)NC(c2ccc(OC)c(OC)c2)C2C(=O)N(c3cccc(C(C)=O)c3)C(=O)C21 (stereo not given)	5	4	0	1	-1	8	9	0	0
CCN(CC(=O)N1CCC(C(N)=O)CC1)S(=O)(=O)c1cc(Cl)ccc1Cl	nt	nt	-2	nt	-3	-13	nt	nt	-7
O=C(Cc1ccccc1)NCCSCc1ccccc1	1	-3	21	2	-7	-8	18	-6	3
